# PKA-R2B activ = PKA-R2B complex activation. P22694+P31323. AID 504700. PKA-R2B holoenzyme dissociation, Cy5-IP20 fluorescence polarization; R2B truncated from residue 108, S112A mutant; 0% DMSO only, 100% 113 µM cGMP. activation, % at 11.4 µM. 340,000 tested, 0.079% active;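 active = activation above a cutoff set at the mean over all compounds plus 3 SD, cut at about 18% in these data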;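 note: higher means more holoenzyme dissociation and a rise in polarization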
# DSG3 Ab inh = human desmoglein-3 autoantibody binding inhibition. P32926. binding (percent of control), % at 10 µM. DSG3-coupled beads, scFv-anti-DSG3-GFP binding, flow cytometry; active compounds read low. AID 588358. 310,000 tested, 0.48% active;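 active = binding more than 3 SD below its plate's average and above zero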;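 note: hits lower antibody fragment binding to DSG3; some compounds called inactive have numbers as strong as hits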
# Target sequence (P32926 whole entry, looked up, the tested form may be a part): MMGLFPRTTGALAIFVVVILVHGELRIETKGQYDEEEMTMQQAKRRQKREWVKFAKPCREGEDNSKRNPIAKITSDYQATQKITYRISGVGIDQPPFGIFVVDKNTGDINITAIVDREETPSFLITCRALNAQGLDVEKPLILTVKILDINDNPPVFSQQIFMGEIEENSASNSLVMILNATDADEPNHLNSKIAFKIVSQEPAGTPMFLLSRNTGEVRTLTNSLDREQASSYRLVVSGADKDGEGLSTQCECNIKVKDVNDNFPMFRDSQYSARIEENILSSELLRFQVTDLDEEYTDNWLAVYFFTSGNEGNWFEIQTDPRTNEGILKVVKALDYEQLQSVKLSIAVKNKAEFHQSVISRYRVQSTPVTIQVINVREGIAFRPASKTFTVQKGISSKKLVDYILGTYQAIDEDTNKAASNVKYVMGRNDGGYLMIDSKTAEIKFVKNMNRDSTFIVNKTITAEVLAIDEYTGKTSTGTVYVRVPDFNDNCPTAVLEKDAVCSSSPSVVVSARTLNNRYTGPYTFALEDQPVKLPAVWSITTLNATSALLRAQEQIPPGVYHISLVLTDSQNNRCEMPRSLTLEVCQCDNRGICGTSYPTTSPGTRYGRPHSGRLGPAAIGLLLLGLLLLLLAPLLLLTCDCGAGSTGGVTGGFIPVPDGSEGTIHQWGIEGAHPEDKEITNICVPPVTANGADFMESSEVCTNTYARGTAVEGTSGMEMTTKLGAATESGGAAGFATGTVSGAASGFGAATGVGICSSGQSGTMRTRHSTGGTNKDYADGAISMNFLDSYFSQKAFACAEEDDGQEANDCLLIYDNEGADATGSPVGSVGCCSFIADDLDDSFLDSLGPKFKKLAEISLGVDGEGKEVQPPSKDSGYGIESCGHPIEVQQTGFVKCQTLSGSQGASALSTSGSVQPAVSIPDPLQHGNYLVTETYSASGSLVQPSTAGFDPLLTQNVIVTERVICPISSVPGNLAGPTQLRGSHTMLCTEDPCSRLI
# PKA-R1A activ = PKA-R1A complex activation; P00514+P68181; PKA-R1A dissociation, Cy5-IP20 fluorescence polarization; scaled: DMSO 0%, 113 µM cGMP 100%; activation, % at 11.4 µM; 340,000 tested, 0.083% active; AID 504707;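 active = percent activation above the mean of all tested compounds plus 3 SD, cut at about 19% in these data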;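 note: higher means more PKAc released from R1A so a rise in polarization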
# * = called active by the depositor; x = no result given. Not all compounds are listed (hit frequency here may not be typical).
molecule	PKA-R2B activ	DSG3 Ab inh	PKA-R1A activ
c1ccc(Cc2c(-c3ccccc3)nc3c4ccccc4ccn23)cc1	-3	106	-2
C[C@H](CO)N1C[C@H](C)[C@@H](CN(C)Cc2ccccn2)Oc2ncc(Br)cc2C1=O	2	97	7
COc1ccc(N2C[C@H](C)[C@@H](CC(=O)Nc3ccc(Br)cc3)C2=O)cc1	-16	109	-7
C[C@H](CO)N1C[C@H](C)[C@H](CN(C)C(=O)Nc2ccnc(N3CCOCC3)c2)OCc2cnnn2CCCC1=O	9	104	4
C[C@@H]1CN([C@@H](C)CO)C(=O)CCCn2nncc2CO[C@H]1CN(C)Cc1ccc2c(c1)OCO2	8	97	-16
Cc1ccc(S(=O)(=O)N2C[C@H]3C(=O)C[C@@H](c4ccccc4)N(S(=O)(=O)c4ccc(C)cc4)[C@H]3C[C@H]2c2ccc(Cl)cc2)cc1	-14	99	-2
CCCCCC(=O)N1C[C@@H](O)[C@H](n2cc(C3CC3)nn2)C[C@@H]1c1ccc(C)cc1	-1	97	-2
Cc1ccc(S(=O)(=O)N(C)C[C@H]2Oc3cc(Br)ccc3S(=O)(=O)N([C@H](C)CO)C[C@H]2C)cc1	7	102	-6
C[C@@H]1CN([C@@H](C)CO)C(=O)CCCn2nncc2CO[C@H]1CN(C)Cc1ccc2cccnc2c1	-7	98	-6
C[C@H](CO)N1C[C@H](C)[C@H](CN(C)S(=O)(=O)c2ccc(Cl)cc2)OCc2ccccc2-c2c(n(C)c3ccccc23)C1=O	0	105	-11
C[C@H]1CN([C@@H](C)CO)C(=O)c2c(c3ccccc3n2C)-c2ccccc2CO[C@H]1CN(C)Cc1cccc(F)c1	-1	103	14
Cc1ccsc1/C=C1\Oc2cc(O)ccc2C1=O	3	100	-21
O=C(OCc1ccccc1)N1CCC2CC1c1ccc(Cl)cc12 (centres undefined)	-4	106	-15
COc1cccc(NC(=O)N(C)C[C@H]2OCc3cnnn3CCCC(=O)N([C@H](C)CO)C[C@@H]2C)c1	-8	100	-3
COc1ccccc1NC(=O)N(C)C[C@@H]1OCc2cnnn2CCCC(=O)N([C@@H](C)CO)C[C@H]1C	-3	102	0
COc1ccccc1C(=O)N1CCN(c2nc3cc(C)cc(C)c3cc2C#N)CC1	5	101	4
Cc1ccc([C@H]2C[C@@H](n3cc(COC(=O)c4ccccc4)nn3)[C@H](O)CN2C(=O)C2CCCCC2)cc1	-7	102	4
C[C@@H]1CN([C@@H](C)CO)C(=O)CCCn2nncc2CO[C@H]1CN(C)C(=O)Nc1ccc2c(c1)OCO2	-5	100	3
COc1ccccc1S(=O)(=O)N(C)C[C@@H]1OCc2cnnn2CCCC(=O)N([C@H](C)CO)C[C@@H]1C	1	101	0
C[C@@H]1CN([C@@H](C)CO)C(=O)CCCn2nncc2CO[C@H]1CN(C)C(=O)c1ccc(N2CCN(C)CC2)cc1	-2	104	-9
Cc1cn([C@H]2C[C@H](O)[C@@H](CNC(=O)CNC(=O)CN)O2)c(=O)[nH]c1=O	2	106	2
Cc1ccc(-c2ccc(CN3C(C(C)C)C(=O)N(Cc4cn(CCC5OCCO5)nn4)CCS3(=O)=O)cc2)cc1 (centres undefined)	2	100	-9
COc1ccccc1-c1n[nH]nc1C1=CC(=O)C[C@H](c2ccc(F)cc2)C1	-6	110	-12
CCCCCCN1C[C@@H](O)[C@H](n2cc(COC(=O)c3ccccc3)nn2)C[C@@H]1c1ccccc1	-7	99	5
Cc1ccc(-c2nc3ccc(Cl)cn3c2CC(C)(C)C)cc1	8	103	0
Cc1ccc([C@@H]2CC(=O)[C@@H]3CN(S(=O)(=O)c4ccc(C)cc4)[C@H](c4ccc(Cl)cc4)C[C@@H]3N2S(=O)(=O)c2ccc(C)cc2)cc1	-4	95	-14
CC1=C(C(=O)N2CCOCC2)CC(CC(=O)NC2CCCCC2)C(=O)N1Cc1ccccc1 (centres undefined)	-6	111	-7
CN(Cc1ccccc1)C(=O)c1ncn2c1C(=O)N(C)CC2	-2	100	-1
C[C@H](CO)N1C[C@H](C)[C@@H](CN(C)S(=O)(=O)c2ccc(-n3cccn3)cc2)OCc2cnnn2CCCC1=O	0	98	4
O=c1c2cc([N+](=O)[O-])ccc2sn1-c1ccccc1	-4	66*	-14
CC1=C(C(=O)N(C)C)CC(CC(=O)NCCN2CCOCC2)C(=O)N1Cc1ccccc1 (centres undefined)	10	111	-2
CC(=O)N1CCN(S(=O)(=O)c2cccc(C(=O)NC3CCCC(C)C3C)c2)CC1 (centres undefined)	-8	106	-7
CCCCN1C(=O)C(CC(=O)NC(c2ccccc2)c2ccccc2)CC(C(=O)N2CCOCC2)=C1C (centres undefined)	-5	102	-4
CC1(C)CC(Cc2cccc(C(F)(F)F)c2)N(C(=O)OC(C)(C)C)C1 (centres undefined)	-8	101	-2
COc1ccccc1NC(=O)N(C)C[C@H]1OCc2cnnn2CCCC(=O)N([C@H](C)CO)C[C@@H]1C	2	108	-1
COC(=O)[C@H]1C[C@H](OC(=O)NCC2CCCCC2)[C@@]2(O)CN(S(=O)(=O)c3ccc(C)cc3)CC2[C@H]1C(=O)OC (some centres undefined)	-8	108	-6
CC(C)CC1C(=O)N(Cc2cn(CCC3OCCCO3)nn2)CCS(=O)(=O)N1Cc1ccc(-c2cccc(N(C)C)c2)cc1 (centres undefined)	7	98	2
COc1ccc([C@H]2C[C@@H](n3cc(COC(=O)c4ccccc4)nn3)[C@H](O)CN2C(=O)c2cccs2)cc1	-7	106	-10
COc1ccc([C@H]2N[C@]3(CCCN(Cc4ccc(Br)cc4)C3=O)[C@H]3C(=O)N(C)C(=O)[C@@H]23)cc1	2	105	-3
O=C(OCc1cn([C@H]2C[C@H](c3ccccc3)N(Cc3cccs3)C[C@@H]2O)nn1)c1ccccc1	1	105	4
C[C@H]1CN([C@@H](C)CO)C(=O)CCCn2nncc2CO[C@H]1CN(C)C(=O)c1ccc2ccn(C)c2c1	-2	95	7
C[C@@H]1CN([C@@H](C)CO)C(=O)CCCn2nncc2CO[C@H]1CN(C)C(=O)NC1CCCCC1	-6	104	-10
C[C@@H]1CN([C@@H](C)CO)S(=O)(=O)c2ccc(Br)cc2O[C@@H]1CN(C)C(=O)c1ccccn1	-2	95	-7
C[C@@H]1CCCCO[C@H](CN(C)C(=O)Nc2ccc(F)cc2)[C@@H](C)CN([C@H](C)CO)C(=O)c2cc(N(C)C)ccc2O1	-6	103	-9
C[C@@H]1CN([C@H](C)CO)C(=O)CCCn2nncc2CO[C@@H]1CN(C)S(=O)(=O)c1ccc(Oc2ccccc2)cc1	4	98	-4
CCc1ccccc1NC(=O)CN1CCN(C(=O)c2cc(C3CC3)nn2-c2ccccc2)CC1	3	106	3
CCCCCCN1C[C@@H](n2cc(COC(=O)c3ccccc3)nn2)[C@H](O)C[C@@H]1c1ccccc1	-1	103	9
CCCCCCn1c(=O)n2n(c1=O)[C@@H]1CN(S(=O)(=O)c3ccc(C)cc3)C[C@]1(O)[C@@H](OC(=O)NCc1ccccc1F)C2	-11	105	-16
COc1cccc(NC(=O)N(C)C[C@H]2Oc3cc(C#Cc4ccncc4)ccc3S(=O)(=O)N([C@H](C)CO)C[C@H]2C)c1	1	117	0
CC1=C(C(=O)N(C)C)CC(CC(=O)NCCCN(C)C)C(=O)N1CCC1=CCCCC1 (centres undefined)	7	108	-6

# DSG3 Ab inh: entries above that show a hit.
molecule	PKA-R2B activ	DSG3 Ab inh	PKA-R1A activ
O=c1c2cc([N+](=O)[O-])ccc2sn1-c1ccccc1	-4	66*	-14

# Additional compounds follow:
molecule	PKA-R2B activ	DSG3 Ab inh	PKA-R1A activ
CC1(C)CC(=O)C=C(c2ccc(-c3cnc4ccccc4c3)cc2)C1=O	0	98	-7
CCCCCCN1C[C@@H](O)[C@H](n2cc(C3CC3)nn2)C[C@@H]1c1ccccc1	-1	107	1
CCc1ccc([C@@H]2C[C@H]3[C@@H](CN2S(=O)(=O)c2ccc(C)cc2)C(=O)C[C@@H](c2ccccc2)N3S(=O)(=O)c2ccc(C)cc2)cc1	-3	96	0
COc1ccc(C(=O)Nc2cc(S(=O)(=O)N3CCCCC3)ccc2C)cc1	6	104	-1
CNC(=O)C[C@@H]1C(=O)N(C2CCCCC2)CC1(C)C	3	104	-5
CC1=C(C(=O)N2CCOCC2)CC(CC(=O)NCC2CCCCC2)C(=O)N1Cc1ccc(F)cc1 (centres undefined)	-1	99	3
Cc1noc(C)c1NC(=O)Nc1ccc2c(c1)C(=O)N([C@H](C)CO)C[C@H](C)[C@@H](CN(C)S(=O)(=O)c1ccc(Cl)cc1)OCCCC[C@@H](C)O2	6	100	0
CNC(=O)C[C@H]1C(=O)N(c2ccc(OC)cc2)C[C@@H]1C	2	107	2
Cc1ccc(S(=O)(=O)N(C)C[C@@H]2OCc3ccccc3-c3c(n(C)c4ccccc34)C(=O)N([C@H](C)CO)C[C@@H]2C)cc1	-10	103	5
C[C@@H]1CN([C@H](C)CO)C(=O)c2cc(C#CC3CC3)cnc2O[C@H]1CN(C)S(C)(=O)=O	5	94	6
Cc1ccc(Cc2c(-c3ccccc3)nc3ccc(Br)cn23)cc1	8	109	-9
Cc1ccc(S(=O)(=O)N2C[C@H]3n4c(=O)ccc(=O)n4C[C@H](OC(=O)Nc4c(C)noc4C)[C@@]3(O)C2)cc1	-9	92*	-10
C[C@@H]1CN([C@@H](C)CO)C(=O)c2cc(Br)cnc2O[C@@H]1CN(C)Cc1cncnc1	-1	106	-5
CC(C)COC(=O)N(C)C[C@H]1OCc2cnnn2CCCC(=O)N([C@H](C)CO)C[C@H]1C	-9	99	9
CCCCCC(=O)N1C[C@@H](n2cc(COC(=O)c3ccccc3)nn2)[C@H](O)C[C@@H]1c1ccc(C)cc1	6	104	3
CN1OC[C@@H]2CN(S(=O)(=O)c3cccc(C(F)(F)F)c3)[C@H](c3ccc(-c4cccnc4)cc3)C[C@@H]21	-6	107	-4
CCN(CC)C(=O)C1=C(C)N(CCCOC)C(=O)C(CC(=O)NC2CC2)C1 (centres undefined)	-1	x	-1
C[C@@H]1CN([C@@H](C)CO)C(=O)CCCn2nncc2CO[C@H]1CN(C)Cc1cccc(O)c1	5	113	-12
OCC[C@@H]1C[C@H](O)[C@@H](O)[C@]2(OCc3ccc4ccccc4c32)O1	-1	98	3
COc1ccccc1NC(=O)CN(Cc1ccco1)C(=O)c1cc(Cl)c(OC)c(OC)c1	2	101	3
Cc1noc(C)c1S(=O)(=O)N(C)C[C@H]1OCc2cnnn2CCCC(=O)N([C@H](C)CO)C[C@H]1C	5	106	-10
CC1=C(C(=O)N(C)C)CC(CC(=O)NC2CCCCC2)C(=O)N1CCC1=CCCCC1 (centres undefined)	2	103	-4
COC(=O)[C@H]1C[C@@]2(O)CN(S(=O)(=O)c3ccc(C)cc3)C[C@@]2(OC(=O)NCc2ccc(OC)c(OC)c2)C[C@H]1C(=O)OC	-3	104	-6
COCC#Cc1ccc2c(c1)O[C@@H](CN(C)S(=O)(=O)c1cccc(F)c1)[C@@H](C)CN([C@H](C)CO)S2(=O)=O	9	103	-2
C[C@H]1CN([C@@H](C)CO)S(=O)(=O)c2ccc(Br)cc2O[C@H]1CN(C)C(=O)c1cnccn1	-10	102	-5

# One compound at a time, as listed above.
# `CC1=C(C(=O)N(C)C)CC(CC(=O)NC2CCCCC2)C(=O)N1CCC1=CCCCC1` (centres undefined) across the screens: PKA-R2B activ: 2; DSG3 Ab inh: 103; PKA-R1A activ: -4
# `CCc1ccc([C@@H]2C[C@H]3[C@@H](CN2S(=O)(=O)c2ccc(C)cc2)C(=O)C[C@@H](c2ccccc2)N3S(=O)(=O)c2ccc(C)cc2)cc1` across the screens: PKA-R2B activ: -3; DSG3 Ab inh: 96; PKA-R1A activ: 0
# `CNC(=O)C[C@H]1C(=O)N(c2ccc(OC)cc2)C[C@@H]1C` across the screens: PKA-R2B activ: 2; DSG3 Ab inh: 107; PKA-R1A activ: 2

# Remaining list, next part
molecule	PKA-R2B activ	DSG3 Ab inh	PKA-R1A activ
Cc1ccc(S(=O)(=O)N2C[C@H]3N(C(=O)OC(C)C)N(C(=O)OC(C)C)C[C@H](OC(=O)Nc4c(C)noc4C)[C@@]3(O)C2)cc1	-10	110	-6
CNC[C@@H]1Oc2cc(Br)ccc2S(=O)(=O)N([C@H](C)CO)C[C@H]1C	3	104	-15
C[C@H]1CN([C@@H](C)CO)C(=O)CCCn2nncc2CO[C@@H]1CN(C)C(=O)c1ccc2ccn(C)c2c1	0	102	5
COc1ccc(-c2ccc(CN3C(CC(C)C)C(=O)N(Cc4cn(CC5CCCCC5)nn4)CCS3(=O)=O)cc2)cc1OC (centres undefined)	-4	102	-2
C[C@H]1CN([C@@H](C)CO)S(=O)(=O)c2ccc(Br)cc2O[C@H]1CN(C)C(=O)Nc1ccccc1F	-7	99	-4
C[C@H]1CN([C@@H](C)CO)C(=O)CCCn2nncc2CO[C@H]1CN(C)C(=O)CCC(F)(F)F	-2	97	-8
